INS-1E GSIS act = primary screen for activators of insulin secretion dependent on glucose, INS-1E cells, GLuc reporter luminescence | activation, % at 16.6 µM | INS-1E GLuc reporter insulin secretion, 2-3 h | 0.61% of 370,000 active;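 active means lowest replicate activation of at least 40%, so every replicate reaches that level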;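 further: 0% = median of neutral control wells and 100% = median of IBMX positive control wells; some compounds called inactive have numbers as strong as hits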
PAX8 reporter = inhibitors of PAX8 transcriptional activity in RMG-I cells. RMG-I TPO-luciferase reporter, SteadyGlo, 24 h. 1.2% of 360,000 active. inhibition, % at 12.6 µM. AID 652154;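 active means mean replicate inhibition at least 60% with every replicate also reaching 60%; inconclusive means only one of the two criteria is met; inactive means mean below 60% and not all replicates reaching 60%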;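 further: luciferase light reporting Pax8 driven TPO promoter activity; plate controls were median of neutral control wells for no effect and mitoxantrone controls for full effect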
ERp5 block = blocks human ERp5 reductase activity on insulin; AID 651711; inhibition, % at 9.99 µM; 0.05% of 350,000 active; ERp5 insulin aggregation, absorbance 650 nm, 90 min;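 active means mean replicate inhibition above about 25%, with every replicate also reaching it, limit read from the data, passing the limit was not always enough; inconclusive means only one of those two criteria met; inactive means neither criterion met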
Target sequence (Q15084 whole entry, looked up): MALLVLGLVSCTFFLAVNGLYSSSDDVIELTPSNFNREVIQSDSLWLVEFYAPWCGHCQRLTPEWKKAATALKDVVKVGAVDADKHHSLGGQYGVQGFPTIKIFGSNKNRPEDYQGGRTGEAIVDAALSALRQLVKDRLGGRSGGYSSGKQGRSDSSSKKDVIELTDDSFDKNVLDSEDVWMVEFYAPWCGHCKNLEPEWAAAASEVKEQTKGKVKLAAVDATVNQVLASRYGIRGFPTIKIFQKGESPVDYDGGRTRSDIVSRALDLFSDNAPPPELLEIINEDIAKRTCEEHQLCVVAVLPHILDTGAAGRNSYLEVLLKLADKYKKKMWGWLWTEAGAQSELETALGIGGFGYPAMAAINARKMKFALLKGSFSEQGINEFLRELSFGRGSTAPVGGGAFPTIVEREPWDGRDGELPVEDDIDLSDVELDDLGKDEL
Xi reactivation = activators of X-chromosome reactivation in mouse fibroblasts; 0.055% of 360,000 active; activation, % at 7.58 µM; XiGFP mouse fibroblasts, % GFP-positive cells imaging, 3 d; cells co-treated with 5-aza-dC sensitizer; scaled so ellipticine positive control = 100%;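 active means mean normalized replicate activation at least 10% and every replicate at or above 10%; inconclusive means only one of the two criteria met; inactive means mean below 10% and not all replicates reach 10%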;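 further: 0% = median of on-plate neutral control wells and 100% = ellipticine 6 µM median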
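assay system = SV40-immortalized XiGFP fibroblast cells, line 68-5-11 | buffer or medium = DMEM plus 5-aza-dC sensitizer | doses = single-point pinned compound dosing | times = 3-day compound exposure, then 15 min fixation at room temperature | benchmarks = positive control ellipticine, 6 µM final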
ARNT-TACC3 inh = disrupts binding between human ARNT and TACC3; AlphaScreen His-ARNT PAS-B/GST-TACC3 binding, luminescence; TACC3 fragment carries E629A point mutation; inhibition, % at 9.99 µM; 0.66% of 390,000 active; AID 623870;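 active means mean inhibition of replicates at least 50% and at least half of replicates each reaching 50%; inconclusive means half or more replicates reach 50% but mean below 50%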;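 further: 0% = complete ARNT plus TACC3 wells and 100% = ARNT alone without TACC3; many hits fall short of the cut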
EWS-Fli block = blocks EWS/Fli oncoprotein-driven transcription; A673 NR0B1-luciferase reporter, viability-normalised; inhibition, % at 12.6 µM; 0.67% of 350,000 active; AID 651661;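 active means mean inhibition of at least 50% after viability correction, with every replicate also passing that limit; inconclusive means mean reaches 50% but only one of two replicates passes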;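 further: firefly luciferase signal divided by Alamar Blue viability fluorescence both relative to DMSO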
DENV2 CPE rescue = protects cells from dengue virus 2 cytopathic effect; DENV2-infected cells, cytopathic effect rescue, plate reader; 1.7% of 350,000 active; CPE inhibition, % at 9.99 µM; in the data active means CPE inhibition above about 20%, passing the limit was not always enough; inconclusive means no clear call, values can overlap the other calls; tested in BHK-21 cells;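 further: 0% = median of neutral control wells and 100% = median of positive control wells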
CFTR F508del cor = correctors of CFTR F508del function in bronchial epithelial cells | CFBE cells, YFP halide quenching; stimulated with forskolin plus potentiator P3; % fluorescence drop versus neutral controls | activity (quench increase), % at 7.58 µM | 0.36% of 350,000 active | AID 720511;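 active means mean added fluorescence quench of at least 8% versus neutral control, with both replicates also reaching 8%; inconclusive means only one of the mean or replicate conditions met; inactive means mean below 8% and not both replicates reaching 8%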;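 further: cells transiently co-express mutant CFTR-F508del with the halide-sensitive YFP; corrector assay measuring rescue of mutant channel to the surface after 24 h compound exposure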
The depositor's hits bear a star; ? = inconclusive; nt = not tested or not shown.

| SMILES | INS-1E GSIS act | PAX8 reporter | ERp5 block | Xi reactivation | ARNT-TACC3 inh | EWS-Fli block | DENV2 CPE rescue | CFTR F508del cor |
| --- | --- | --- | --- | --- | --- | --- | --- | --- |
| CC(C)c1ccc(C(=O)NC2=NCCS2)cc1 | 13.4 | -45.2 | nt | 1.2 | -14.4 | nt | nt | nt |
| O=C(O)C1CCC(CNS(=O)(=O)c2ccc(Br)cc2)CC1 (stereo not drawn) | -17.9 | 13.8 | 3.6 | 0.2 | -0.2 | -6.4 | -4.3 | -3.6 |
| CCOc1ccc(C2=CSC3=NCCN23)cc1Cl | 4.5 | 11.8 | -5.7 | 0.0 | 5.8 | 3.6 | -3.8 | -1.5 |
| CCCN(C)C[C@@H]1Oc2ncc(C#CC3CC3)cc2C(=O)N([C@@H](C)CO)C[C@@H]1C | -4.4 | nt | nt | -0.2 | nt | -4.6 | nt | 0.4 |
| C[C@@H]1CN([C@@H](C)CO)C(=O)c2cc(-c3ccccc3)cnc2O[C@H]1CN(C)C(=O)Cc1cccnc1 | 3.9 | nt | -6.3 | -0.1 | -5.1 | 0.1 | 7.0 | -3.1 |
| O=C(NC1CCCC1)C(c1cccnc1)N(Cc1ccccc1)C(=O)c1csnn1 (stereo not drawn) | -1.8 | 8.7 | -0.1 | 0.2 | nt | 1.7 | ? | -0.7 |
| CCOC(=O)c1c(S(=O)(=O)NCC(=O)Nc2ccccc2)c(C)n(C)c1C | nt | -1.3 | -5.7 | 0.4 | 6.0 | -3.9 | 1.5 | -2.1 |
| O=C1COc2ccc(C(=O)COC(=O)c3ccccc3[N+](=O)[O-])cc2N1 | 17.1 | -46.2 | -3.4 | 0.0 | 0.8 | -7.0 | -2.3 | -0.4 |
| O=C(C[C@H]1C[C@@H]2c3cc(NC(=O)C4CCOCC4)ccc3O[C@@H]2[C@@H](CO)O1)NCc1ccc(Oc2ccccc2)cc1 | -22.5 | 77.9* | 0.5 | 0.0 | 1.2 | 17.8 | -3.0 | -2.4 |
| CC1CN(C(=O)CS(=O)(=O)Cc2ccccc2)CC(C)O1 (stereo not drawn) | -5.7 | -0.7 | 2.1 | 0.0 | nt | -6.4 | -1.2 | 1.0 |
| Cn1c(=O)[nH]c(=O)c2c1nc(N1CCCC1)n2CCCSc1nnnn1-c1ccccc1 | 40.1 | -8.3 | 0.7 | -0.1 | -3.4 | 6.4 | 4.8 | nt |
| COc1ccc(S(=O)(=O)N2CCCCC2)cc1NC(=O)c1ccco1 | 5.6 | 4.0 | -0.9 | 0.2 | -2.3 | 0.5 | -9.0 | 1.1 |
| COc1ccccc1C(=O)NCC(=O)NNC(=O)c1cccs1 | -3.8 | -7.2 | 3.0 | 0.2 | -1.5 | 3.7 | -5.8 | -0.3 |
| Cc1ccc(S(=O)(=O)N(C)CC(=O)OCC(=O)N2CCN(c3ccccc3)CC2)cc1 | nt | -3.6 | -2.0 | 0.0 | -103.5 | 10.7 | 9.3 | 0.1 |
| COc1ccc(S(=O)(=O)N2CCN(C(=O)c3cccnc3)CC2)cc1OC | -0.4 | -10.2 | 2.3 | 0.0 | -2.1 | 6.4 | -0.9 | 0.0 |
| CCN(C[C@@H]1N[C@@H](CO)[C@H]1c1ccc(-c2ccccc2)cc1)C(=O)COC | -0.3 | 4.2 | -0.3 | 0.0 | 11.2 | -4.7 | 23.6* | 1.9 |
| Nc1nonc1-n1nnc(C(=O)N/N=C/c2ccncc2)c1-c1cccs1 | 12.1 | -7.3 | 4.2 | 0.1 | 10.5 | nt | 9.9 | 2.8 |
| C[C@@H]1CCCCO[C@@H](CN(C)S(=O)(=O)c2ccc(Cl)cc2)[C@@H](C)CN([C@@H](C)CO)C(=O)c2cc(NC(=O)c3ccccc3)ccc2O1 | -11.2 | 39.4 | 7.7 | 0.1 | -2.7 | 8.2 | -5.6 | -1.1 |
| COCCn1c(=NC(=O)CSCC(=O)Nc2cc(C)on2)sc2cc(C(=O)OC)ccc21 | -1.8 | 11.9 | -9.5 | 0.0 | nt | 5.4 | -5.5 | -0.1 |
| CCOC(=O)N1CCN(C(=O)C2CCN(S(=O)(=O)c3ccc(F)cc3)CC2)CC1 | 7.1 | 3.3 | 4.1 | 0.0 | -2.6 | -1.0 | nt | -0.6 |
| COc1ccccc1C(=O)Nc1nnc(S(=O)(=O)N2CCOCC2)s1 | -3.4 | -19.2 | 3.1 | 0.0 | 0.7 | nt | 0.6 | -0.9 |
| CCOc1ccc(NC(=O)C2CCN(S(=O)(=O)c3ccc4c(c3)N(C(C)=O)CCO4)CC2)cc1 | 6.1 | 9.1 | 4.3 | 0.2 | 1.0 | 0.4 | 8.2 | 1.0 |
| COCC#Cc1cnc2c(c1)C(=O)N([C@H](C)CO)C[C@H](C)[C@@H](CN(C)C(=O)C1CCOCC1)O2 | -25.0 | -13.9 | 0.1 | 0.1 | -6.3 | -3.7 | 11.7 | -0.8 |
| COC(C(=O)Nc1ccnn1C1CCN(C(=O)c2ccc(C)cc2)CC1)c1ccccc1 (stereo not drawn) | -10.6 | -5.5 | -2.1 | 0.0 | -2.5 | 5.6 | 1.3 | -1.0 |
| CC12CN3CC(C)(CN(C1)C3c1ccccc1)C2O (stereo not drawn) | 17.6 | -24.7 | 3.2 | 0.2 | -10.6 | -5.9 | ? | -0.3 |
| C/C=C/c1ccc([C@H]2[C@@H](CO)N3CCCCN(C(=O)Nc4ccc(OC)cc4)C[C@H]23)cc1 | -20.5 | -17.0 | 6.2 | 0.0 | 5.7 | 12.6 | 1.4 | 1.1 |
| COc1ccc2nc(/N=C(\N)NC(=O)N3c4ccccc4Sc4ccccc43)nc(C)c2c1 | -11.2 | 2.8 | nt | 0.0 | 4.6 | nt | nt | nt |
| COc1ccc(CN(C)C[C@@H]2OCCCC[C@@H](C)Oc3ccc(NC(=O)Nc4ccc(OC)cc4)cc3C(=O)N([C@H](C)CO)C[C@@H]2C)cc1 | -25.7 | -24.7 | -4.3 | 0.3 | -6.7 | 4.0 | -1.2 | -1.2 |
| Cc1noc(C)c1S(=O)(=O)N(C)C[C@H]1OCCCC[C@@H](C)Oc2ccc(NC(=O)Cc3ccccc3)cc2C(=O)N([C@@H](C)CO)C[C@H]1C | -21.5 | 14.8 | 1.4 | -0.1 | 0.1 | 5.0 | -7.3 | -3.1 |
| O=C(COC(=O)CNC(=O)c1ccccc1Cl)Nc1cc(C(F)(F)F)ccc1Cl | -12.3 | -16.9 | 1.2 | -0.3 | 0.0 | 3.3 | 18.2 | -5.9 |
| CCN(Cc1ccccc1)c1cc2c(c3c1ccn3C)C1CCC2O1 (stereo not drawn) | 4.6 | 20.6 | -1.3 | -0.1 | nt | -0.5 | 2.3 | 4.3 |
| O=C(COC(=O)CCC(=O)c1cccs1)Nc1cccc(F)c1 | nt | -0.2 | 4.0 | -0.5 | -0.5 | 3.9 | -0.1 | 4.8 |
| C[C@@H]1CN([C@H](C)CO)C(=O)c2cc(NS(=O)(=O)c3ccccc3)ccc2O[C@@H]1CN(C)S(=O)(=O)c1cn(C)cn1 | 6.3 | -21.5 | -0.5 | -0.2 | -10.9 | -9.4 | -7.8 | 1.0 |
| CNc1c2cccc(C)c2nc2c(C(=O)NCCN(C)C)cccc12 | 10.5 | 35.6 | 8.1 | -0.2 | 0.9 | 58.3* | 1.6 | 19.4* |
| Cc1ccc(NC(=O)c2cc(=O)[nH]c3ccc(S(=O)(=O)N4CCOCC4)cc23)nc1 | 15.4 | 7.1 | -1.8 | 0.1 | -7.8 | 4.5 | -1.5 | -1.6 |
| COc1cc(C(=O)NCCOc2ccccc2C)cc(OC)c1OC | -12.1 | -2.5 | 2.2 | -0.1 | -8.4 | 7.9 | 0.8 | 1.6 |
| CO[C@@H]1CN(C)C(=O)c2ccc(NC(=O)CN(C)C)cc2OC[C@@H](C)N(C(=O)c2ccncc2)C[C@H]1C | -6.6 | nt | -2.9 | -0.1 | nt | 0.0 | -2.2 | 2.9 |
| O=C1[C@H]2[C@@H](c3ccc(C(F)(F)F)cc3)N[C@]3(CCCN(CC4CCCCC4)C3=O)[C@H]2C(=O)N1Cc1ccccc1 | -22.3 | 4.7 | 4.7 | nt | nt | 2.1 | ? | -0.9 |
| CCCNC(=O)c1cnc(-c2ccccc2)nc1-c1ccccc1 | -16.0 | 5.2 | 5.0 | 0.3 | 9.4 | -11.6 | 3.9 | nt |
| CCN1CCN(c2ccc(N3CCN(C(=O)c4ccc(Br)o4)CC3)nn2)CC1 | 18.2 | -1.1 | -0.6 | 0.0 | 0.0 | -2.8 | 12.1 | -2.8 |

Only Xi reactivation and EWS-Fli block (two entries from above):
| Molecule | Xi reactivation | EWS-Fli block |
| --- | --- | --- |
| CCCNC(=O)c1cnc(-c2ccccc2)nc1-c1ccccc1 | 0.3 | -11.6 |
| CCOc1ccc(NC(=O)C2CCN(S(=O)(=O)c3ccc4c(c3)N(C(C)=O)CCO4)CC2)cc1 | 0.2 | 0.4 |

(listing goes on)
Screens in order: INS-1E GSIS act	PAX8 reporter	ERp5 block	Xi reactivation	ARNT-TACC3 inh	EWS-Fli block	DENV2 CPE rescue	CFTR F508del cor
- CCN(CCNC(=O)C1CCCN(c2ncnc3c2nc2n3CCCCC2)C1)Cc1ccccc1 (stereo not drawn)
→ -4.0	9.8	-10.0	0.0	1.0	10.5	-3.2	-2.0
- N#Cc1cc(NC2CCCC2)c([N+](=O)[O-])cc1C#N
→ 16.5	43.4	1.2	0.4	2.3	23.3	?	-1.8
- OC(CNCc1ccc2c(c1)OCO2)COc1ccccc1 (stereo not drawn)
→ 5.6	2.0	2.8	0.2	-22.1	5.5	-5.2	0.4
- C=CCON/C(CCC)=C1\C(=O)CC(C)(C)CC1=NC
→ 6.2	-12.6	6.0	0.2	-0.4	13.2	-0.1	-1.0
- CCOc1ccc(CNC(=O)CN2C(=O)CSc3ccc(S(=O)(=O)N4CCOCC4)cc32)cc1OC
→ -2.3	6.7	-5.7	-0.1	-1.6	nt	7.3	-0.5
- O=C(c1ccco1)N1CCN(C(=S)NCc2ccc(F)cc2)CC1
→ -2.3	2.8	-3.5	0.5	-6.3	2.5	0.6	2.2
- COc1ccc(-c2sc3ccccc3c2-c2ccc(OCCN3CCOCC3)cc2)cc1
→ 6.8	3.7	6.4	-0.1	11.4	13.5	9.4	-0.8
- Cc1cc(F)ccc1NC(=O)C1CCCO1 (stereo not drawn)
→ 5.3	-7.5	1.2	-0.1	-1.5	-5.1	-5.7	2.8
- CCOC(=O)C1=CN(Cc2cccc(F)c2)S(=O)(=O)N(CC)C1c1ccc(Br)cc1F (stereo not drawn)
→ 6.9	19.0	-1.5	-0.1	-1.8	7.3	4.7	-1.0
- Cc1cccc(C(=O)OCC(=O)NC(=O)c2ccccc2)c1O
→ 10.4	2.8	2.6	-0.1	-0.2	-7.6	3.2	-0.4
- COc1ccc(C(C(=O)NC2CCCC2)N(Cc2cccs2)C(=O)c2ccn[nH]2)cc1OC (stereo not drawn)
→ 2.8	-14.9	3.4	0.5	-0.7	-6.6	7.4	-1.3
- CCCN(Cc1nnc(-c2ccccc2Cl)o1)C(=O)c1cc(S(=O)(=O)N2CCOCC2)ccc1F
→ -1.2	9.6	2.3	0.4	1.0	0.1	12.2	-0.5
- C[C@@H]1CN([C@H](C)CO)C(=O)c2cc(NC(=O)Nc3ccc4c(c3)OCO4)ccc2O[C@@H]1CN(C)Cc1ccc(-c2ccccc2)cc1
→ -10.5	nt	0.7	0.2	17.3	14.5	-0.9	1.7
- Nc1nnc2cc(Cl)ccc2n1
→ nt	4.3	-7.6	0.0	-1.9	-13.9	5.2	3.3

Assay outcomes from PubChem.
